Source: PubChem (Broad Institute)
PGC1a acetyl inh: modulators of PGC1a acetylation. actives 0.17% (n = 350,000). AID 651687. U2OS PGC1a acetylation, AlphaScreen anti-acetyl-lysine; with virally co-expressed GCN5 acetyltransferase. inhibition, % at 15.6 µM;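 active = every replicate shows inhibition of at least 40%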;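 note: 0% = neutral control wells and 100% = positive control wells; some results beyond the cut were filed as inactive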
LGR2 antag: inhibitors of bursicon-induced Drosophila LGR2 receptor cAMP signaling | actives 0.35% (n = 380,000) | inhibition, % at 9.99 µM | HEK293 LGR2, CRE-luciferase, bursicon-stimulated, 4 h | AID 720647;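 active = drop in luminescence signal, shown as inhibition above about 50% in the replicate tests, limit read from the data, passing the limit was not always enough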;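 note: agonist challenge used bursicon conditioned medium at about half maximal strength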
ERAP1 HTS inh: ERAP1 (human) enzyme inhibition; AID 652197; recombinant ERAP1, Leu-AMC fluorescence, 60 min; actives 0.15% (n = 340,000); inhibition, % at 10.7 µM;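 active = mean replicate inhibition of at least 30%, or all replicates individually reaching that 30% level; inactive = mean below 30% and not every replicate reaching it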;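 note: 0% = neutral control wells and 100% = L-leucinethiol positive control wells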
Target sequence (Q9NZ08 whole entry, looked up): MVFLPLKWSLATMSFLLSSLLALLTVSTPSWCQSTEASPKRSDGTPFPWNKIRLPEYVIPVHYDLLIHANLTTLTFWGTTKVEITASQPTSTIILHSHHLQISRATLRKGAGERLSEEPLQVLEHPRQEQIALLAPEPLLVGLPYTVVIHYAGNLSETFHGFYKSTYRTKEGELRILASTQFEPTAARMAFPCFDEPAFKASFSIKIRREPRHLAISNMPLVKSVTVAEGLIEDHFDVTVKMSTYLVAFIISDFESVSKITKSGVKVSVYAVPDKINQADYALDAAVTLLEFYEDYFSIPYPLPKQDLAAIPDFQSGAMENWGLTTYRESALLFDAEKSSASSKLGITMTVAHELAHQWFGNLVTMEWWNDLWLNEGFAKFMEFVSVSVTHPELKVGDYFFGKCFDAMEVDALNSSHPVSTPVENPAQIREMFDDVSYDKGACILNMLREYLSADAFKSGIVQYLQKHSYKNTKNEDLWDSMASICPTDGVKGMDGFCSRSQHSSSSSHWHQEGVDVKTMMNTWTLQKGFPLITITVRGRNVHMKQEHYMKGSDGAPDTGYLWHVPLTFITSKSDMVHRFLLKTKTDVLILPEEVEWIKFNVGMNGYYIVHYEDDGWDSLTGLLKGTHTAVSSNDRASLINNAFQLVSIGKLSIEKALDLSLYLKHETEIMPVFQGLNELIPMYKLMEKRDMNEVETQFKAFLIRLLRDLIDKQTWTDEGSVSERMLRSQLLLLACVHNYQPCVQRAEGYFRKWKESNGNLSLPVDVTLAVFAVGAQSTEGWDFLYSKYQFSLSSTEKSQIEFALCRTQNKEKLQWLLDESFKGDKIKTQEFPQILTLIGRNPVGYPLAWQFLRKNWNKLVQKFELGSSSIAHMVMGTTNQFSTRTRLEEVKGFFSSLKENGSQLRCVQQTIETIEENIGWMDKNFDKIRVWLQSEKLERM
C2C12 statin: suppressors of simvastatin-induced myotoxicity in C2C12 myotubes; ATP luminescence, 48 h; scaled: DMSO 0, geranylgeraniol control 100; actives 0.78% (n = 330,000); rescue of ATP level, % at 7.49 µM;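 active = mean ATP rescue above about 67%, or every replicate alone reaching that limit, limit read from the data, passing the limit was not always enough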;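 note: myotubes were challenged with 10 µM simvastatin during compound exposure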
SIRT5 inh: sirtuin-5 (human) deacylase inhibition | actives 1.1% (n = 330,000) | inhibition, % at 15 µM | Q9NXA8 | Purified SirT5, succinyl-peptide AMC, trypsin-coupled fluorescence; in the data active = inhibition above about 15%
Cneo AK release: causes C. neoformans cell lysis. adenylate kinase release luminescence, 4 h; normalised: neutral wells 0, clomiphene wells 100. lysis activity, % at 15 µM. actives 0.2% (n = 360,000);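 active = mean lysis activity across replicates of at least 80%, whatever share of replicates individually reach that level; inactive = mean lysis activity below 80%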
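Assay system: C. neoformans cells. Amount: yeast cell density of 5 × 10^6 cells/mL. Technique: AK luminescence. Buffer or medium: YPD. Times: static 4 h at 37 °C with compound, 1 h detection. Dosing: single-point compound dose. Read-out: lysis from increased AK signal.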
S100A4 MyoIIA: blocks human S100A4 binding to myosin IIA peptide; inhibition, % at 10.7 µM; P26447; S100A4/TAMRA-MyoIIA peptide fluorescence polarization; actives 0.14% (n = 360,000); AID 652163;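 active = mean inhibition of at least 70% across replicates, with every replicate also reaching that level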
Target sequence (P26447 whole entry, looked up): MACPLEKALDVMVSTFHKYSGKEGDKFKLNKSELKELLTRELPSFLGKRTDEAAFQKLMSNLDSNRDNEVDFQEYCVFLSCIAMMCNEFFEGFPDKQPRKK
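Test system – S100A4 monomer (human) · Compound – single-point compound testing · Schedule – 5 min incubation before reading · Probe or stimulus – TAMRA-labelled myosin IIA heavy-chain peptide probe, 5 nM · Benchmarks – neutral control DMSO, positive control TFP · Medium – Calcium-containing HEPES buffer, pH 7.2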
XiGFP reactiv: reactivates the inactive X chromosome in mouse fibroblasts. XiGFP mouse fibroblasts, % GFP-positive cells imaging, 3 d; cells co-treated with 5-aza-dC sensitizer; scaled so ellipticine positive control = 100%. activation, % at 7.58 µM. actives 0.055% (n = 360,000). AID 743238;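 active = mean normalized replicate activation at least 10% and every replicate at or above 10%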;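 note: 0% = median of on-plate neutral control wells and 100% = ellipticine 6 µM median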
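Assay system – SV40-immortalized XiGFP fibroblast cells, line 68-5-11 · Buffer or medium – DMEM supplemented with 5-aza-dC as sensitizing agent · Dosing – one concentration, pinned · Benchmarks – positive control ellipticine, 6 µM final · Times – 3 days compound exposure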
Active calls of the source: *; nt = no result given. A portion of the library; the hit share may differ from the screen's.

1: COc1ccc(CN(C)C[C@@H]2Oc3ccc(NS(=O)(=O)c4ccccc4)cc3CC(=O)N([C@@H](C)CO)C[C@@H]2C)cc1
2: COc1ccc(-c2sc3cc(OC)ccc3c2-c2ccc(OCCN3CCCCC3)cc2)cc1
3: Cc1ccc(NC(=O)NC(=S)NC(=O)c2ccccc2)cc1
4: O=C(O)CNC(=S)N(Cc1ccccc1)Cc1cccnc1
5: CCOc1ccc(S(=O)(=O)NCCC(=O)NCC(C)(C)N2CCOCC2)cc1
6: Cc1cc(NC(=S)NC(=O)c2ccccc2)ccc1-c1cc2ccccc2oc1=O
Assay by compound	1	2	3	4	5	6
PGC1a acetyl inh	14	nt	5	nt	nt	-4
LGR2 antag	8	5	-48	-19	14	20
ERAP1 HTS inh	-5	0	nt	10	0	3
C2C12 statin	7	nt	nt	nt	9	nt
SIRT5 inh	3	-4	nt	-1	-1	0
Cneo AK release	47	nt	-1	nt	4	5
S100A4 MyoIIA	-5	8	nt	1	-2	3
XiGFP reactiv	0.0	0.3	0.0	-0.1	0.4	0.0

7: COc1ccc(F)cc1-c1cc(C(=O)NCc2ccccc2)[nH]n1
8: CCn1c(SCC(=O)N(C)c2ccccc2)nc2c([nH]c3ccccc32)c1=O
9: C[C@H](CO)N1C[C@H](C)[C@H](CN(C)Cc2ccccc2C(=O)O)Oc2cc(C#CC3CCCC3)ccc2S1(=O)=O
10: Cc1ccsc1/C=C(\C#N)C(=O)NCc1ccco1
11: CCc1cccc(C)c1NC(=O)Cc1ccsc1
12: O=C(c1ccc(Cl)c(S(=O)(=O)N2CCCCC2)c1)N1CCN(Cc2ccccc2)CC1
Assay by compound	7	8	9	10	11	12
PGC1a acetyl inh	-4	2	-5	21	4	nt
LGR2 antag	-29	9	-3	-5	11	6
ERAP1 HTS inh	-1	2	0	-1	-4	-1
C2C12 statin	-3	-17	-9	nt	32	-13
SIRT5 inh	4	-3	-1	-2	-1	-1
Cneo AK release	2	-3	49	4	3	-4
S100A4 MyoIIA	-1	-1	4	1	0	-1
XiGFP reactiv	0.3	-0.1	0.7	-0.1	0.5	0.0

13: CCN(CC)S(=O)(=O)c1ccc(Cl)c(C(=O)OCC(=O)c2c(N)n(C)c(=O)n(C)c2=O)c1
14: C=CCOC(=O)C1=C(C)Nc2nnnn2C1c1ccc(OC)cc1OC (stereo not drawn)
15: Cc1ccc2nc(-c3ccccc3)cc(C(=O)NCC3CCCO3)c2c1 (stereo not drawn)
16: Cc1nc2cc(-c3ccccc3)nn2c(N)c1-c1ccccc1
17: Cc1ccc(S(=O)(=O)N2CCOCC2)cc1C(=O)OCC(=O)N(Cc1ccccc1)C(C)C
18: CNC[C@@H]1Oc2ccc(NC(=O)NC(C)C)cc2CC(=O)N([C@H](C)CO)C[C@@H]1C
Assay by compound	13	14	15	16	17	18
PGC1a acetyl inh	-4	1	-8	16	5	7
LGR2 antag	-1	2	-7	7	6	-16
ERAP1 HTS inh	1	nt	nt	-2	-1	-3
C2C12 statin	nt	-1	nt	-37	-3	-4
SIRT5 inh	11	nt	-6	2	-5	1
Cneo AK release	0	-2	0	-3	nt	-1
S100A4 MyoIIA	2	nt	-4	-9	-1	18
XiGFP reactiv	0.0	nt	-0.1	0.0	0.1	0.1

19: CCN1C(=O)[C@H]2[C@@H](c3ccc(C)cc3)N3C(=O)N(c4ccc(OC)cc4)C(=O)[C@@]3(C)[C@H]2C1=O
20: O=C(C[C@H]1CC[C@H](NC(=O)Nc2ccccc2)[C@H](CO)O1)NCc1ccccn1
21: C[C@@H]1CN([C@H](C)CO)C(=O)c2c(c3ccccc3n2C)-c2ccccc2CO[C@H]1CN(C)C(=O)CCN(C)C
22: C[C@H]1CCCCO[C@H](CN(C)S(=O)(=O)c2cccs2)[C@@H](C)CN([C@@H](C)CO)C(=O)c2cc(NC(=O)Nc3ccccc3)ccc2O1
23: NS(=O)(=O)c1cccc(NC(=O)COc2ccc([N+](=O)[O-])cc2)c1
24: C[C@@H](O)C#Cc1ccc([C@H]2[C@H]3CN(C(=O)Nc4ccccc4)CCCCN3[C@H]2CO)cc1
Assay by compound	19	20	21	22	23	24
PGC1a acetyl inh	0	-4	-46	-15	-5	4
LGR2 antag	12	-12	-18	3	10	13
ERAP1 HTS inh	-3	0	1	0	-5	1
C2C12 statin	4	-6	11	nt	2	-10
SIRT5 inh	-4	0	1	4	1	1
Cneo AK release	-1	-1	55	-4	nt	-2
S100A4 MyoIIA	-5	0	8	-6	3	12
XiGFP reactiv	-0.2	-0.4	-0.7	0.0	0.4	0.4

25: O=C(C[C@@H]1C[C@H]2c3cc(NC(=O)C4CCC4)ccc3O[C@H]2[C@@H](CO)O1)NCc1ccccc1F
26: Cn1cnc(S(=O)(=O)N2CC[C@@H]3[C@H](CO)Nc4ccc(-c5cccc(F)c5)cc4[C@@H]32)c1
27: C/C(=N\Nc1ccc(S(N)(=O)=O)cc1[N+](=O)[O-])c1cccs1
28: Cc1sc2ncn(CC(=O)Nc3ccccc3F)c(=O)c2c1-c1ccccc1
29: COc1cc(C)c(C(=O)Oc2cc(C)c(C(=O)O)c(O)c2C)c(O)c1C
30: CC(=O)N(C)C[C@@H]1Oc2ncc(/C=C/c3ccccc3)cc2C(=O)N([C@H](C)CO)C[C@@H]1C
Assay by compound	25	26	27	28	29	30
PGC1a acetyl inh	4	-27	nt	0	13	6
LGR2 antag	-13	-12	6	8	-18	-14
ERAP1 HTS inh	-3	-1	2	-1	0	0
C2C12 statin	-5	-8	9	4	21	3
SIRT5 inh	-1	-5	3	1	8	-14
Cneo AK release	1	-6	1	3	-1	1
S100A4 MyoIIA	-7	1	-1	-9	-9	-1
XiGFP reactiv	-0.1	0.0	0.0	0.0	nt	0.5

Four structures from above, arranged by molecular weight, ascending:
28: Cc1sc2ncn(CC(=O)Nc3ccccc3F)c(=O)c2c1-c1ccccc1
24: C[C@@H](O)C#Cc1ccc([C@H]2[C@H]3CN(C(=O)Nc4ccccc4)CCCCN3[C@H]2CO)cc1
30: CC(=O)N(C)C[C@@H]1Oc2ncc(/C=C/c3ccccc3)cc2C(=O)N([C@H](C)CO)C[C@@H]1C
26: Cn1cnc(S(=O)(=O)N2CC[C@@H]3[C@H](CO)Nc4ccc(-c5cccc(F)c5)cc4[C@@H]32)c1
Assay by compound	28	24	30	26
PGC1a acetyl inh	0	4	6	-27
LGR2 antag	8	13	-14	-12
ERAP1 HTS inh	-1	1	0	-1
C2C12 statin	4	-10	3	-8
SIRT5 inh	1	1	-14	-5
Cneo AK release	3	-2	1	-6
S100A4 MyoIIA	-9	12	-1	1
XiGFP reactiv	0.0	0.4	0.5	0.0

The results go on.
31: COCc1cc(CN2CCCC(C(=O)c3cccc(C(F)(F)F)c3)C2)ccc1OC (stereo not drawn)
32: CCCN1[C@H](C(=O)NCc2ccccn2)[C@@H](CO)[C@@H]2Cn3c(ccc(C4=CCCC4)c3=O)[C@@H]21
33: Cc1[nH]c(C)c(S(=O)(=O)N2CCN(c3cccc(Cl)c3)CC2)c1C(=O)N1CCCC1
34: CNC[C@H]1Oc2c(NC(=O)Nc3c(C)noc3C)cccc2C(=O)N([C@@H](C)CO)C[C@@H]1C
35: Nc1ccc2nc(C3CCCCC3)[nH]c2c1
36: CCC(=O)c1ccc(/C=C/c2nc3ccccc3n2C)o1
Assay by compound	31	32	33	34	35	36
PGC1a acetyl inh	nt	nt	5	6	nt	-3
LGR2 antag	11	-8	-5	0	-23	-66
ERAP1 HTS inh	5	-2	3	-1	-3	-62
C2C12 statin	29	-4	-1	-12	6	nt
SIRT5 inh	-2	-2	-2	-1	-7	-3
Cneo AK release	8	-6	3	1	0	nt
S100A4 MyoIIA	-14	12	-1	-9	12	2
XiGFP reactiv	0.1	0.1	0.0	-0.2	0.1	0.0

37: Cc1noc(C)c1NC(=O)Nc1ccc2c(c1)C(=O)N([C@@H](C)CO)C[C@@H](C)[C@H](CN(C)Cc1ccc(C(=O)O)cc1)OCCCC[C@H](C)O2
38: C/C(CC(=O)Nc1cccc(Br)c1)=N\NC(=O)c1ccc(O)cc1O
39: O=C(NCCCc1ccccc1)[C@@H]1Cc2ccccc2CN1
40: Cc1ccc(OCC(=O)NCCO)c(Br)c1
41: CC(C)CC#Cc1ccc([C@H]2[C@@H](CO)N3C(=O)CN(C(=O)Nc4cc(F)ccc4F)C[C@@H]23)cc1
42: O=C(CNS(=O)(=O)c1ccc(F)cc1)N1CCN(c2ccccc2)CC1
Assay by compound	37	38	39	40	41	42
PGC1a acetyl inh	-3	-3	nt	8	2	-16
LGR2 antag	0	nt	-1	-22	4	4
ERAP1 HTS inh	nt	1	-3	6	2	0
C2C12 statin	26	-9	-15	nt	nt	-45
SIRT5 inh	nt	4	-4	-5	8	-4
Cneo AK release	55	3	-1	nt	nt	0
S100A4 MyoIIA	nt	0	-8	6	-3	32
XiGFP reactiv	0.5	0.1	0.1	0.1	0.0	nt

43: COc1ccc(CCNC(=O)c2c(C)nn(CC(C)C)c2Cl)cc1
44: Cc1c(C(=O)Nc2ccc(N3CCOCC3)cc2)cccc1[N+](=O)[O-]
45: O=C(Nc1ccccn1)Nc1ccccc1[N+](=O)[O-]
46: C[C@H]1CN(c2ccccc2)C(=O)[C@@H]1CC(=O)Nc1ccc(Br)cc1
47: CC=Cc1ccc2n(c1=O)C[C@H]1[C@H](CO)[C@@H](C(=O)NCCC)[C@@H]2N1CC1CCCC1 (mixture of isomers)
48: Cc1ccc2[nH]c3c(=O)n(CC(=O)NCc4ccco4)ncc3c2c1
Assay by compound	43	44	45	46	47	48
PGC1a acetyl inh	nt	-2	2	-7	nt	nt
LGR2 antag	-10	-15	-39	-26	0	10
ERAP1 HTS inh	-6	2	-1	4	0	0
C2C12 statin	1	nt	19	9	14	4
SIRT5 inh	-5	0	-2	-1	-3	6
Cneo AK release	1	nt	-1	0	-1	0
S100A4 MyoIIA	-4	0	1	-7	19	1
XiGFP reactiv	0.0	0.1	0.3	0.2	0.1	0.3

49: COc1ccccc1Oc1c(C)oc2c(CN(C)C)c(O)ccc2c1=O
50: CSc1ccc(/C=C/C(=O)NC(=O)c2ccccc2O)cc1
51: O=C(NC1CCCc2ccccc21)c1cncc(Br)c1 (stereo not drawn)
52: C[C@H]1CCCCO[C@@H](CN(C)C(=O)NC2CCCCC2)[C@@H](C)CN([C@@H](C)CO)C(=O)c2cc(NC(=O)NC3CCCCC3)ccc2O1
Assay by compound	49	50	51	52
PGC1a acetyl inh	-3	nt	10	7
LGR2 antag	3	-16	-13	28
ERAP1 HTS inh	3	0	nt	3
C2C12 statin	nt	nt	16	nt
SIRT5 inh	-44	-5	nt	7
Cneo AK release	1	-6	-1	-8
S100A4 MyoIIA	9	0	nt	26
XiGFP reactiv	0.0	0.7	nt	0.1
